Hep lipid drop: hepatic lipid droplet formation modulation; 0.4% of 240,000 active; AML12 mouse hepatocytes, oleate lipid droplets, BODIPY imaging; inhibition, % at 6.5 µM; AID 1656;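 active = lipid droplet intensity inhibited by at least 50%, with more than 500 cells counted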
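Assay system: AML12 hepatocytes (mouse) / Also added: 100 µM oleic acid challenge / Times: overnight treatment with compound plus oleate / Detection: high-content imaging of BODIPY-stained droplets and DAPI nuclei / Evaluation: % inhibition of lipid droplet signal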
Dynein transport: dynein cargo transport inhibition | 3617.4 mouse cells, GR-EGFP nuclear translocation imaging; test concentration mostly 20 µM; stimulated with dexamethasone, 1 µM; stronger effect = lower value | z-score, hits read low | 0.47% of 220,000 active | AID 1381;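 active = plate z-score of nuclear minus cytoplasmic receptor signal below a set negative limit, without overly bright fluorescence or cell loss, cut at about -3.5 in these data, passing the limit was not always enough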;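 also: z-score of nuclear minus cytoplasmic ring GR-EGFP intensity difference per well; some compounds called inactive have numbers as strong as hits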
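Buffer or medium: tetracycline-free induction medium containing charcoal-stripped FBS / Reagent: dexamethasone agonist, 1.0 µM final, for 30 min / Technique: automated 10x imaging of fixed Hoechst-stained cells / Times: induction 48 h, compound 1 h, agonist 30 min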
HEK293 NOD2/NF-kB: NOD2 signaling inhibitors, cell-based, luminescence, uHTS, HEK293 (AID 1566). HEK293 NOD2/NF-kB luciferase reporter, luminescence; higher % means a stronger effect. inhibition, % at 4 µM, or EC50 in µM where a hit was titrated. 0.63% of 290,000 active; in the data active = inhibition above about 50%; also: many of its hits are not listed in these tables
bCat nuc transl: alters nuclear translocation of beta-catenin in HeLa cells. nuclear translocation activity, % at 5 µM. 0.3% of 190,000 active. immunofluorescence imaging;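 active = nuclear translocation activity above 50% at 5 µM, with a well cell count of 50 or more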;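 also: per-cell ratio of nuclear to cytoplasmic median beta-catenin stain intensity; plate controls were DMSO negative control for no effect and GSK-3 inhibitor IX positive control for full effect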
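Read-out: Nuclear/cytoplasmic beta-catenin signal ratio, % activation | Assay system: Human HeLa cell line | Times: 24 h compound exposure at 37°C, 5% CO2 | Signal: Fluorescence imaging of beta-catenin antibody stain plus DAPI | Dosing: 5 µM primary, 0.02–20 µM confirmation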
MT stabilizer: microtubule stabilization, imaging screen; HeLa tubulin immunostaining HCS, 24 h; share of cells brighter than vehicle mean+2SD; % tubulin-high responders, % at 10 µM; 0.83% of 200,000 active; AID 2205;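 active = plate Z-score above 3 for both tubulin-high and condensed-nucleus cell shares, with cell loss under 80%, at 10 µM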;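 also: anti alpha tubulin signal scored within the nucleus-defined area of each cell; some results filed as inactive read as strong as hits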
Autophagy mod: autophagy modulation, high-content screen; MEF GFP-LC3 puncta imaging; test concentration mostly 10 µM; calls only at 10 µM (by protocol); 0.98% of 190,000 active;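 active = percentage of spot-positive cells more than 3 SD above its plate mean, without a fluorescence outlier flag or 80% toxicity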;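 also: spot-positive cell cutoff set from DMSO-treated cells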
WT yeast gro inh: growth inhibition of WT yeast, mitochondrial fusion screen; 2.1% of 190,000 active; mitochondrial fusion phenotypic screen, WT strain; inhibition, % at 10 µM; in the data active = inhibition above about 58%; tested in S. cerevisiae
Yfh1-off respiration: mitochondrial function rescue without frataxin homolog – Friedreich's ataxia, plus single-dose screen, dose response (AID 1465); one-dose fold induction at 50 µM; EC50 in µM for titrated hits; 0.074% of 220,000 active; S. cerevisiae Yfh1-off respiration, WST-1 reduction, 72 h; higher fold induction means a stronger effect;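 active = fold induction of absorbance versus untreated yeast above a set limit, then at least 30% activation at any dose in follow-up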;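 also: activators that raise dye reduction in frataxin-depleted yeast; strong numbers were not always called active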
Insulin prom up: MIN6 insulin promoter up-regulation | MIN6 insulin promoter-GFP reporter, high-content imaging; stronger effect = higher value | z-score at 5 µM | AID 1625 | 0.3% of 190,000 active;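 active = z-score above 3 at 5 µM with at least 500 cells counted in the well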
WT yeast gro inh mutant strain: also measured in WT yeast gro inh; calls as there; inhibition, %; mitochondrial fusion phenotypic screen, mutant strain inhibition
Dynein transport cytoplasmic EGFP: recorded beside Dynein transport, whose call it bears; z-score; measured here: cytoplasmic GR-EGFP intensity; stronger effect = higher value
Dynein transport nuclear GR-EGFP: second read-out of Dynein transport, no call of its own (marks repeat the call); z-score; measured here: nuclear GR-EGFP intensity;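 lower value marks the stronger effect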
Dynein transport cell count: second read-out of Dynein transport, no call of its own (marks repeat the call); z-score; measured here: cell count per field
Insulin prom up cell count: recorded beside Insulin prom up, whose call it bears; cell count; measured here: cytotoxicity, nuclei count;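 total cells summed across four imaged fields per well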
Hep lipid drop cells 6.5 µM: recorded beside Hep lipid drop, whose call it bears; cell count; measured here: cell count, cytotoxicity flag;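 cells counted across two imaged fields per well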
bCat nuc transl cell count 5 µM: further read-out of bCat nuc transl, marked with its call; cell count; measured here: cell count, cytotoxicity flag
MT stabilizer Hoechst-high %: further read-out of MT stabilizer, marked with its call; % Hoechst-high responders; measured here: nuclear condensation Hoechst responders;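 share of cells brighter than vehicle mean plus two SD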
MT stabilizer cytotoxicity %: further read-out of MT stabilizer, marked with its call; toxicity, %; measured here: cytotoxicity by cell density;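 0% = mean cell density of plate MIN control wells and 100% = no cells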
Autophagy mod cell loss 18 h: also measured in Autophagy mod; calls as there; toxicity, %; measured here: cell loss, nuclei count;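 cell loss after 18 h compound exposure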
Active calls of the source: *; i = inactive; . = not tested or not shown. This is a subset; rates above refer to the full screens.

SMILES	Hep lipid drop	Hep lipid drop cells 6.5 µM	Dynein transport	Dynein transport cytoplasmic EGFP	Dynein transport nuclear GR-EGFP	Dynein transport cell count	HEK293 NOD2/NF-kB	bCat nuc transl	bCat nuc transl cell count 5 µM	MT stabilizer	MT stabilizer Hoechst-high %	MT stabilizer cytotoxicity %	Autophagy mod	Autophagy mod cell loss 18 h	WT yeast gro inh	WT yeast gro inh mutant strain	Yfh1-off respiration	Insulin prom up	Insulin prom up cell count
CCN(CC)C(=O)CSc1nc2sc(C)c(C)c2c(=O)[nH]1	3	720	1.7	-0.27	0.7	0.14	-7%	0.3	1017	4.0	2.8	5.5	i	1	15	24	i	-0.91	1296
CN(C)CCCn1c(N)c(C#N)c2nc(C#N)c(C#N)nc21	-12	599	-2.1	1.3	-0.57	2.1	36%	-0.1	978	16	25	96	i	5	6	9	i	0.31	1793
ON1C2CCCCC2N(O)C1c1ccccc1C(F)(F)F (stereo not drawn)	.	.	-1.1	-0.35	-0.27	0.27	-1%	-0.5	1433	2.4	1.9	7.8	i	-26	-6	-7	i	0.7	1533
Cn1c(-c2cnn(-c3ccccc3)c2-n2cccc2)n[nH]c1=S	-2	717	-0.37	-0.23	-0.065	0.62	12%	-1.5	1059	5.5	2.7	4.7	i	7	10	10	i	.	.
O=[N+]([O-])c1ccc(/C=N/n2cn[nH]c2=S)cc1	5	689	0.088	0.13	0.15	0.012	24%	-4.2	1164	.	.	.	.	.	.	.	i	-0.29	1403
O=C(NCC1CCCO1)C1CCC(=O)N1Cc1ccccc1Cl (stereo not drawn)	.	.	-0.32	-0.21	-0.32	0.73	-3%	-1.0	1443	1.2	1.5	4.3	i	18	91*	10*	i	1.1	1535
CCOC(=O)c1ccc(NC(=O)c2nc[nH]c2C(=O)N(CC)CC)cc1	3	707	0.93	-0.71	0.61	-1.1	18%	-0.2	1321	.	.	.	.	.	.	.	i	0.17	914
COc1ccc(S(=O)(=O)NCCC(=O)NC2CCCCCCC2)cc1	36	733	0.87	-0.17	-0.45	-0.037	10%	0.3	1097	3.4	2.3	8.8	i	5	-14	-2	i	.	.
COC(=O)c1ccc(N=CC2=C(O)CC(c3ccccc3)CC2=O)cc1 (stereo not drawn)	5	695	-1	-0.19	-0.23	0.95	7%	1.8	1270	.	.	.	.	.	.	.	i	0.82	925
O=c1c(Cl)c(N2CCN(S(=O)(=O)c3ccccc3)CC2)cnn1-c1ccccc1	7	713	-0.76	-0.29	-0.64	0.77	24%	0.7	988	2.4	3.5	4.2	i	-10	-11	-5	i	-0.39	1206
Cc1csc(Nc2ccc(Cl)cc2)n1	-1	679	0.11	-0.32	0.56	-0.069	-67%	-3.6	1128	7.3	2.5	3.9	i	16	20	37	i	0.03	1570
Cc1ccc(C(=O)NNc2ncnc3ccccc23)cc1	-61	734	0.59	-0.24	0.72	-0.042	-83%	0.6	1285	.	.	.	.	.	.	.	i	1	826
Cc1ccc(S(=O)(=O)NCCCC(=O)O)cc1	7	609	-0.4	0.025	-0.0065	-0.057	15%	1.2	1572	2.0	1.8	6.0	i	7	4	4	i	0.45	1387
Cn1c(=O)c2ncn(CC(=O)Nc3cc(C(F)(F)F)ccc3N3CCOCC3)c2n(C)c1=O	.	.	-1.1	-0.22	-0.2	-0.61	7%	-3.9	1119	1.1	1.3	3.4	i	-4	3	12	i	-0.36	1250
CCCCCN=C(C)c1c(O)c2ccccc2oc1=O	.	.	-0.51	-0.23	-0.06	0.42	-65%	-1.8	1135	5.3	2.5	6.0	i	-4	24	13	i	-0.52	1027
CCOc1ccc2nc(NC3=NC(c4ccc(OC)cc4)CC(=O)N3)nc(C)c2c1 (stereo not drawn)	.	.	-0.47	-0.14	0.28	-0.26	7%	0.9	1263	2.4	1.6	8.5	i	-17	14	16	i	2.2	1384
CNc1c([N+](=O)[O-])cnn1-c1ccc(C)cc1	.	.	0.51	-0.21	0.53	0.027	-2%	-2.7	966	2.0	1.0	1.7	i	-36	33	-5	i	0.74	1564
COc1ccccc1NC(=O)Cc1noc(CSc2nnc(N)s2)n1	7	779	-0.49	-0.08	-0.23	0.75	2%	-2.0	1074	2.5	1.9	6.8	i	-7	-5	2	i	0.34	899
C=C1c2cc(OC)ccc2NC(=O)N1CC	2	685	-0.38	0.059	0.033	0.57	4%	2.0	754	4.0	1.8	4.8	i	4	20	0	i	-0.71	1701
CC1(C)C2CCC1(CS(=O)(=O)Nc1ccccc1)C(=O)C2 (stereo not drawn)	3	678	-1.5	-0.18	-1.1	0.36	13%	0.6	1069	2.0	2.9	7.9	i	1	-9	-4	i	0.17	1679
Cc1ccc(CNC(=O)C(C)C2Sc3ccccc3NC2=O)cc1 (stereo not drawn)	1	721	-1.2	-0.28	0.05	0.057	6%	-0.1	1305	.	.	.	.	.	.	.	i	0.25	1022
COc1cc(CN2CCN(CCc3ccccc3)C(CCO)C2)cc(OC)c1 (stereo not drawn)	-8	636	-0.89	-0.3	-0.63	0.87	0%	-0.1	1068	5.6	2.0	5.3	i	-18	7	8	i	-1	1427
COC(=O)c1cc(OC)c(OC)cc1NC(=O)Cc1cccs1	1	699	-0.12	-0.3	-0.032	-0.11	10%	-1.7	1576	1.5	2.2	3.3	i	-3	-4	4	i	0.25	1596
CCOC(=O)Cc1c(C)c2c(O)cc(O)cc2oc1=O	-2	633	0.13	-0.17	0.069	-0.7	3%	.	.	3.1	1.9	0.1	i	-2	.	.	i	-0.11	1177
CCOC(=O)c1cc2sccc2n1CC(=O)C(C)(C)C	-8	665	-0.26	-0.3	-0.19	0.26	-15%	-1.9	939	1.1	1.2	6.0	i	25	6	14	i	0.75	1391
CCCNC(=S)N1CCN(Cc2ccc3c(c2)OCO3)CC1	-1	708	0.28	-0.24	0.088	-0.54	-5%	-0.5	1108	1.3	1.3	4.0	i	6	5	-1	i	0.2	1457
CCOC(=O)CN(C(=O)CSc1nnc(COc2ccc(OC)cc2)n1C)c1ccccc1	.	.	-0.38	-0.23	-0.073	0.95	-10%	1.4	1382	2.6	1.3	1.7	i	-20	-3	-5	i	-1	1056
Cc1c(NC(C)c2cc(Cl)ccc2O)c(=O)n(-c2ccccc2)n1C (stereo not drawn)	23	845	0.42	0.21	0.3	0.3	3%	.	.	1.9	1.4	6.4	i	-9	0	8	i	0.7	847
CN(CC(=O)NC1CCCCCC1)S(=O)(=O)c1ccc2c(c1)n(C)c(=O)c(=O)n2C	.	.	-0.24	-0.29	-0.14	0.45	-5%	.	.	3.8	3.1	8.8	i	7	-6	-4	i	-0.06	990
O=C(N/N=C1\CC2CC=CC12)c1ccccc1Cl (stereo not drawn)	-5	664	0.42	-0.32	0.64	0.25	13%	0.6	1040	6.8	3.3	1.4	i	11	-9	2	i	0.22	1268
C/C(=N\OCC(=O)O)c1ccc(Cl)cc1	.	.	-0.54	-0.19	-0.36	0.12	10%	0.9	1294	.	.	.	.	.	.	.	i	-0.04	1385
C=CCNc1nc(-c2ccc(O)c(C(N)=O)c2)cs1	-1	757	3.1	0.061	1.5	-1.3	-4%	-3.7	1155	1.4	0.9	12	i	2	4	-9	i	0.1	825
CC(C)(C)n1nnnc1C(c1ccc(F)cc1)N(Cc1ccc(F)cc1)Cc1ccco1 (stereo not drawn)	-9	697	-0.26	-0.048	-0.28	-0.41	-19%	-0.5	1065	3.6	0.8	7.8	i	4	59*	-8.9*	i	-0.22	1836
COc1ccc2c(C)c(Cl)c(=O)oc2c1	.	.	0.082	0.36	0.11	-0.0029	14%	-4.2	1063	2.3	2.2	6.7	i	5	17	0	i	0	1229
N#C/C(=C(/O)COC(=O)CCCNC(=O)c1ccc(Cl)cc1)c1nc2ccccc2[nH]1	.	.	0.81	-0.14	0.57	-0.68	-33%	-4.4	940	2.6	1.4	6.0	i	-7	-8	-12	i	0.39	1208
COc1ccc(NC(=O)Nc2ccccc2)cc1S(=O)(=O)N1CCCCC1	9	674	-0.71	-0.34	-0.86	0.89	-9%	-1.9	1096	1.5	2.5	7.7	i	9	2	10	i	-0.57	1650

High-throughput results (PubChem)
